From PubChem
M4 PAM – positive allosteric modulators of human muscarinic M4 receptor; 360,000 compounds, 0.4% hits; activation, % at 3 µM; AID 624126; CHO-K1 hM4/Gqi5, Fluo-8 calcium fluorescence, ACh EC20; 0% = ACh EC20, 100% = maximal ACh; P08173;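 active means activation above its plate's cutoff, the mean activation of sample wells plus 3 SD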; further: some results filed as inactive read as strong as hits
CHRM5 antagonist – blocks acetylcholine activation of human M5 receptor. P08912. CHO-hM5 cells, Fluo-8 calcium fluorescence, ACh EC80. inhibition, % at 3 µM. 360,000 compounds, 0.59% hits;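 active means inhibition above a per-plate cutoff, the mean of that plate's test compounds plus 3 SD, cut at about 27% in these data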;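 further: 0% = acetylcholine EC80 with DMSO and 100% = DMSO without agonist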
IDE inh – cellular human IDE inhibition. AID 434962. 320,000 compounds, 0.41% hits. inhibition, % at 5.59 µM. HEK cells, FAbetaB cleavage, fluorescence polarization. P14735;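 active means percent inhibition above the average of all tested compounds plus 3 SD, set per screening campaign, cut at about 16% in these data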;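 further: IDE supplied by intact live HEK cells; FP after avidin binding of uncleaved biotin substrate so inhibition keeps polarization high; 0% = DMSO wells and 100% = 60 µM reference IDE inhibitor Ii1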
Target sequence (P14735 whole entry, looked up): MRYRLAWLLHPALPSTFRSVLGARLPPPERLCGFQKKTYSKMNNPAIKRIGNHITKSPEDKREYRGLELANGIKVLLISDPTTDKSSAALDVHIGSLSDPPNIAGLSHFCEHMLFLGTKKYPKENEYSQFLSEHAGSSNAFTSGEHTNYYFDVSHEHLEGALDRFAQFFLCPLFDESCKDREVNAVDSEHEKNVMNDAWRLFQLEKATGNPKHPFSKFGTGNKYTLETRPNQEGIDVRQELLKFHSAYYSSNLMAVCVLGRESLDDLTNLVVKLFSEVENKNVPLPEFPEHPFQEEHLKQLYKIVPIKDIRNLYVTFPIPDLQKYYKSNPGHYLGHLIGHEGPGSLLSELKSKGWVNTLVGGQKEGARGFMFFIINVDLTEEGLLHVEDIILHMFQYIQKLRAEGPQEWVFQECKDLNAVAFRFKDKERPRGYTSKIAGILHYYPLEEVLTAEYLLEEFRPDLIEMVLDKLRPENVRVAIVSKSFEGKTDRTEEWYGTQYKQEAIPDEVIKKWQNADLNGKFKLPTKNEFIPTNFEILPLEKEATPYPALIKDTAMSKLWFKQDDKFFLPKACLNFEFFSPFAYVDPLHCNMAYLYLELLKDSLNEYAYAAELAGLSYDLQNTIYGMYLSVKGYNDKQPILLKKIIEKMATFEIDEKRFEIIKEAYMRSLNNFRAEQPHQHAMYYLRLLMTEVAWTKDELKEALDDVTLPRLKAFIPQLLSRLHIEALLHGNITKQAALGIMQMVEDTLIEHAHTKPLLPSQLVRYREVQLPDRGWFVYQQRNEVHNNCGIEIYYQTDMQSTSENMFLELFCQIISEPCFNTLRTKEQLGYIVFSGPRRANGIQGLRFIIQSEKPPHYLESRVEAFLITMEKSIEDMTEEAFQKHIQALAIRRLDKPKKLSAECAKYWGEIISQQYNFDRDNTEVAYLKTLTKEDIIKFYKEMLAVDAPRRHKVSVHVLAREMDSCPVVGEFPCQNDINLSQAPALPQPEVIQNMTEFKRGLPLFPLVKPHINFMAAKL
CHRM5 PAM – CHRM5 positive allosteric modulation; activation, % at 3 µM; AID 624038; 360,000 compounds, 0.3% hits; CHO-K1 hM5, Fluo-8 calcium, ACh EC20 PAM; 0% = ACh EC20, 100% = ACh EC100;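 active means activation above the run cutoff, the mean activation of all test compounds plus 3 SD, cut at about 18% in these data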
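Assay system – human M5 receptor in CHO-K1 cells · Read-out – % activation, ACh-normalized · Technique – Fluo-8 calcium fluorescence · Dosing – single-point, 3 µM nominal · Incubation – Fluo-8 loading 80 min at 37 °C plus 30 min room temperature · Repeats – singlicate, one well per test compound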
M5 ag – CHRM5 agonism in calcium assay; P08912; CHO-K1 hM5 cells, Fluo-8 calcium fluorescence; 0% DMSO wells, 100% maximal acetylcholine response; activation, % at 3 µM; 360,000 compounds, 0.19% hits; AID 624037;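 active means activation above the run's mean over test compounds plus 3 SD, cut at about 23% in these data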;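 further: signal is peak over basal fluorescence ratio across the kinetic read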
CRFBP-R2 agonist – agonists of human CRF-binding protein/CRF-R2 receptor complex; HEK293 CRF-R2/CRF-BP, calcium dye fluorescence (FLIPR); percent of saturating CRF peptide response; activation, % at 13.2 µM; 350,000 compounds, 0.46% hits; AID 588473;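 active means activation of at least 50%, plus an integration ratio under a set limit after plate pattern correction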;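 further: plate controls were neutral control wells without compound for no effect and CRF at EC100 for full effect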
CHRM4 antagonist – CHRM4 antagonism in calcium assay. CHO-hM4 cells, ACh EC80, Fluo-8 calcium fluorescence. 360,000 compounds, 0.73% hits. inhibition, % at 3 µM. AID 624125. P08173;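 active means inhibition above its plate's cutoff, the mean inhibition of sample wells plus 3 SD, cut at about 27% in these data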;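 further: 0% = acetylcholine EC80 with DMSO and 100% = DMSO without agonist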
CRFBP-R2 block – blocks CRF-induced signaling of the CRF-BP/CRF-R2 complex; 350,000 compounds, 0.59% hits; inhibition, % at 11.8 µM; AID 588475; HEK293 CRF-R2/CRF-BP, CRF-induced calcium fluorescence;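 active means inhibition of the ligand-induced calcium signal above about 50% at the single tested concentration, limit read from the data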
CHRM4 agonist – CHRM4 agonism in calcium assay | 360,000 compounds, 0.14% hits | P08173 | CHO-K1 hM4/Gqi5, Fluo-8 calcium fluorescence; vehicle 0%, full acetylcholine response 100% | activation, % at 3 µM;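 active means activation above the run mean over all test wells plus 3 SD, cut at about 32% in these data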;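 further: peak over basal fluorescence ratio per well then scaled between controls; 0% = DMSO wells and 100% = acetylcholine at EC100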
* hit, by the source's call; · = no result given.

Structure	M4 PAM	CHRM5 antagonist	IDE inh	CHRM5 PAM	M5 ag	CRFBP-R2 agonist	CHRM4 antagonist	CRFBP-R2 block	CHRM4 agonist
CC(C)OCCCN1CN(S(=O)(=O)c2cccc(Cl)c2)c2nc3ccccc3nc21	2	-2	-6	4	-2	1.9	5	13	2
Cc1ccc(S(=O)(=O)Nc2cccc(C(=O)NCCCN3CCOCC3)c2)cc1F	-1	8	3	2	-2	-1.2	-1	0	0
Fc1ccc(NCc2n[nH]c(=S)n2Cc2ccccc2)cc1	-2	10	3	-8	-3	-0.2	-7	-5	1
CCOC(=O)N1CCc2c(sc(NC(=O)CN(CC)CC)c2C#N)C1	-2	-3	-1	1	0	1.0	0	-8	0
COc1ccc(C(=O)NNC2=NC(C)(C)Cc3ccccc32)cc1	4	8	-2	-3	-3	-1.1	-2	8	1
CC(C)(C)OC(=O)[C@H](NC(=O)OCc1ccccc1)c1ccccc1	-1	0	6	1	-1	1.8	-9	-10	6
Oc1ccccc1-c1nnc(COc2ccccc2)o1	1	1	-2	-2	-1	-1.1	-2	5	0
CS(=O)(=O)Nc1ccccc1C(=O)NCC1(N2CCCCC2)CCCCC1	-2	11	1	-2	-3	0.3	-7	5	2
CCc1ccc2[nH]cc(S(=O)(=O)c3ccc(C)c(C)c3)c(=O)c2c1	2	13	-3	-4	-4	-6.2	2	-12	-1
Cc1ccc(C(C)C)c(OCCn2ccnc2C)c1	-17	57*	-7	-17	-7	0.2	52*	1	5
Cc1ccc(N=C2C(=O)Nc3ccccc32)c(C)c1	-3	4	0	1	0	-0.4	5	-5	-1
Cc1sc2nc(CSCC(=O)NC3CCCCC3)[nH]c(=O)c2c1C	-1	0	6	0	1	5.2	-12	-14	0
CC1(C)CC(=O)C(N=Nc2ccc(-c3ccccc3)cc2)=C(O)C1	-4	12	-2	-4	-3	4.7	15	-66	6
Cc1ccc(OCc2nc(-c3ccc(-n4cccc4)cc3)no2)cc1C	3	9	1	-2	0	1.4	-12	7	-1
COc1ccccc1C(=O)N(Cc1cccs1)C1CCS(=O)(=O)C1 (stereo unspecified)	6	-6	-1	6	-1	-1.3	-2	-5	0
COc1ccc(C(CNC(=O)COc2cc(C)ccc2Cl)N2CCCCC2)cc1 (stereo unspecified)	-12	-5	-2	-3	-4	2.2	4	-28	0
Cc1c(NS(=O)(=O)c2cccc(C(=O)N3CCCC3)c2)c(=O)n(-c2ccccc2)n1C	5	11	3	0	3	-0.7	4	2	2
CCOC(=O)c1sc(NC(=O)C2CC(=O)N(c3ccc(C)cc3)C2)nc1C (stereo unspecified)	-7	1	1	5	-2	-0.5	6	-10	1
CN(CC(=O)Nc1cccc(F)c1)C(=O)c1cn(-c2ccccc2)nc1-c1ccc(Cl)cc1	1	6	3	-7	3	-0.5	-3	-16	4
FC(F)(F)c1ccccc1NC(=S)N1CCN(Cc2ccc3c(c2)OCO3)CC1	6	-1	4	12	-5	-1.1	-12	-14	3
Cc1cccc(-c2nc3ccccc3c(=O)n2NC(=S)N(C)C)c1	2	6	1	-6	0	1.5	-6	-14	2
CC(C)(C)c1ccc(Cn2c(=N)n(CC(O)c3ccco3)c3ccccc32)cc1 (stereo unspecified)	11	9	1	3	3	0.7	-7	-33	11
CCOC(=O)C1CCCN(S(=O)(=O)Cc2ccccc2)C1 (stereo unspecified)	1	-2	-2	4	2	-2.8	1	9	1
Nc1ncnc2c1CCC2	1	-4	0	1	-3	1.8	-8	4	0
N#CC1=C(N)Oc2c(sc3ccccc23)C1c1ccco1 (stereo unspecified)	-8	4	38*	-5	-1	5.4	0	-11	2
CC(C)Nc1nc(NC(C)C)nc(C(=O)OCCO)n1	9	-6	-1	0	-1	2.9	-11	-35	-1
CCOC(=O)C1=C(C)N=c2s/c(=C\c3cccn3C)c(=O)n2C1c1cccc(OC)c1OC (stereo unspecified)	-2	7	6	-5	1	46	6	-21	1
CCCOC(=O)C1=C(C)NC(=O)NC1c1cccc2ccccc12 (stereo unspecified)	11	-13	·	11	0	-0.8	-12	0	2
Cc1ccc(-c2nnn(CC(=O)Nc3ccccc3-c3ccccc3)n2)c(-n2cnnn2)c1	-7	0	·	-11	-1	1.7	-1	12	3
CC(C)(C)NC(=O)COc1ccc(CNn2nnnc2N)cc1	4	2	-2	2	-2	-3.0	-21	-9	0
O=C(O)C1CCCCC1C(=O)Nc1ccccc1C(=O)N1CCN(c2ccc(F)cc2)CC1 (stereo unspecified)	9	-7	4	10	0	2.2	4	-3	1
CCOC(=O)c1c(N/C=C(\C#N)c2nc(-c3ccc(OC(C)=O)cc3)cs2)sc2c1CCC2	15	-12	·	23*	4	3.0	3	18	1
CSC1=N/C(=C\c2ccc(Cl)cc2)C(=O)N1N(C)C	-1	2	0	3	2	-2.2	-6	-31	5
O=C(CC12CC3CC(CC(C3)C1)C2)NCC(=O)N1CCCC1	8	-5	6	-6	-5	-1.8	-18	-2	2
COc1ccc(NC(=S)N2CCCN(Cc3cc(C)ccc3C)C2)cc1	-5	7	-4	4	-6	-2.9	-4	-3	3
O=C(NCCC1=CCCCC1)C(=O)NCc1ccncc1	21*	-13	6	1	-11	-2.3	-12	-23	2
Cc1ccccc1CSCCNC(=O)COc1ccc(Cl)cc1	-2	3	-2	-3	-4	-1.1	-4	12	-2
COc1cc(C(=O)OCCCN=C2NS(=O)(=O)c3ccccc32)cc(OC)c1OC	-1	3	-1	11	1	-2.8	4	-7	0
COc1ccc(C(CNC(=O)c2cccc(NS(=O)(=O)c3ccc(C)c(F)c3)c2)N2CCCC2)cc1 (stereo unspecified)	-6	3	-1	-7	-8	-0.4	0	-3	3
O=C(Nc1ccc(OCC(F)(F)C(F)F)c(C(F)(F)F)c1)c1ccccc1	-8	3	2	-7	-7	1.3	-12	1	6
COc1ccc(C(=O)Nc2ccccc2C)cc1S(=O)(=O)N1CCOCC1	-8	11	0	-4	-3	-0.6	5	-7	1
c1cncc(CNc2ncnc3ccc(-c4ccc5c(c4)OCO5)cc23)c1	9	-4	6	4	-2	-1.1	-9	-3	-1
CN(Cc1ccccc1)S(=O)(=O)c1ccc(Cl)c(C(=O)NCCc2ccccn2)c1	-2	4	-4	1	1	-1.9	-1	-1	4
Cc1cccc(C)c1NC(=O)C1C(c2ccc3c(c2)OCO3)=Nc2ccccc2N1C(=O)c1ccccc1 (stereo unspecified)	-5	7	·	-6	-4	·	13	·	1
CCC(NC(=O)OCc1ccccc1)C(=O)Oc1ccc2ccc(=O)oc2c1 (stereo unspecified)	-3	0	0	2	-2	-0.7	3	-4	4
Cc1ccc(NC(=O)C2CCN(C(=O)c3cccs3)CC2)c(C)c1	7	0	0	-2	-3	-2.8	-20	-6	2
CCc1nnc(NC(=O)CSc2nnc(COc3ccc(C)cc3)n2-c2ccccc2)s1	1	2	6	3	0	1.3	3	-2	1
COc1ccc(/C=C/C2=NC(=C\N(C)C)/C(=O)O2)cc1	-4	5	-2	3	0	-2.0	14	-8	0
COC(=O)c1ccc(COC(=O)c2ccc(CO)cc2)o1	6	-4	-1	6	-1	2.3	0	32	3
C(=N\n1cnnc1)/c1ccc(OCc2ccccc2)cc1	3	-6	1	-3	-1	-0.5	-7	9	1
Cn1c(COc2ccc(Cl)cc2)nnc1SCC(=O)NC1CC1	8	15	9	-2	-1	-0.5	2	0	1
COc1ccc(N2CCN(Cc3nc4c(c(=O)n(C)c(=O)n4C)n3CCc3ccccc3)CC2)cc1	7	1	5	-4	2	-2.6	-17	28	0
C/C(=N\O)c1ccc2[nH]ccc2c1	-4	-2	6	-6	-2	-2.4	4	22	4
COc1ccc2c(c1)[nH]c1c(=O)n(CCN3CCOCC3)cnc12	4	8	-6	-1	0	-3.0	-5	-10	1
CCNc1ccc(S(N)(=O)=O)cc1[N+](=O)[O-]	-12	4	7	-6	0	-0.9	5	15	-1
COc1cc2[nH]c(=O)n(CCC(=O)N3CCN(Cc4ccccc4)CC3)c(=O)c2cc1OC	2	8	-1	-2	-2	-2.7	3	7	1
COc1ccc(CNc2ncccc2[N+](=O)[O-])cc1	4	3	-3	3	-7	-0.3	-15	6	0
O=C(O)C12CC3CC(C1)CC(n1ncc(NCc4ccccc4)c(Cl)c1=O)(C3)C2	13	-16	9	-3	-4	-0.9	-14	-1	1
Cc1cccc(C(=O)C(O)(c2ccccc2)C2CCCCC2=O)c1 (stereo unspecified)	4	-1	·	-12	-4	1.8	-25	-14	-3
Cc1nc(-c2ccccc2)sc1-c1ccn[nH]1	-3	12	12	5	0	5.8	3	-48	0

Fetched one by one from above (2):
Structure	M4 PAM	CHRM5 antagonist	IDE inh	CHRM5 PAM	M5 ag	CRFBP-R2 agonist	CHRM4 antagonist	CRFBP-R2 block	CHRM4 agonist
N#CC1=C(N)Oc2c(sc3ccccc23)C1c1ccco1 (stereo unspecified)	-8	4	38*	-5	-1	5.4	0	-11	2
CCOC(=O)c1c(N/C=C(\C#N)c2nc(-c3ccc(OC(C)=O)cc3)cs2)sc2c1CCC2	15	-12	·	23*	4	3.0	3	18	1

(next part)
Structure	M4 PAM	CHRM5 antagonist	IDE inh	CHRM5 PAM	M5 ag	CRFBP-R2 agonist	CHRM4 antagonist	CRFBP-R2 block	CHRM4 agonist
CN(C(=O)CSc1nnc(-c2ccccc2F)o1)c1ccccc1	0	-3	-3	-1	0	-0.7	-10	-1	1
Cc1ccc(NC(=O)c2ccc(NCc3ccco3)c([N+](=O)[O-])c2)cc1Cl	4	-3	2	5	0	0.0	6	-6	0
CC(C)NC(=O)N(C)C[C@H]1Oc2c(NS(=O)(=O)c3cn(C)cn3)cccc2C(=O)N([C@H](C)CO)C[C@@H]1C	3	1	5	2	3	-1.9	-1	1	1
COCCCNC(=O)c1ccc(N2CCCC2)c(NS(=O)(=O)c2ccc(C)cc2)c1	5	-4	0	4	-4	1.3	-8	22	0
Cc1ccccc1NS(=O)(=O)c1ccc(C(=O)NCC(c2ccco2)N(C)C)cc1 (stereo unspecified)	-2	-3	-1	-7	0	2.4	-4	-5	6
Cn1c(SCC(=O)N2CCN(S(=O)(=O)c3ccccc3)CC2)nc2ccccc21	-3	9	-1	-11	1	-2.1	-4	9	6
COc1cc(NC(=S)N(C)C)c(OC)cc1Cl	-1	-4	-1	1	4	-1.6	0	-9	0
COc1ccccc1CCCNC(=O)C1CCC(=O)N(CCc2cccc(F)c2)C1 (stereo unspecified)	1	-1	8	-3	-3	-1.4	-14	8	2
C/C(CC(=O)Nc1ccccc1[N+](=O)[O-])=N\NC(=O)COc1ccccc1C	5	-9	-1	3	-4	1.0	-3	-3	1
CN(/N=C/c1cc(Cl)ccc1O)C1=NS(=O)(=O)c2ccccc21	-8	14	3	-1	-3	3.2	13	-47	4
COc1ccc2[nH]c3c(c2c1)CCN1C(=O)C(CC(=O)NCc2ccco2)C[C@H](C(=O)N2CCOCC2)[C@@]31CCC1CCCC1 (stereo partly specified)	7	1	·	-1	1	-1.0	-10	-11	0
Clc1cccc(CN2CCCCCCC2)c1Cl	0	-4	2	3	-2	-1.6	-2	-4	0
